Source: PubChem
Autophagy mod – autophagy modulation, high-content screen; calls only at 10 µM (by protocol); 190,000 tested, 0.98% active; MEF GFP-LC3 puncta imaging; test concentration mostly 10 µM;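 active means percentage of spot-positive cells more than 3 SD above its plate mean, without a fluorescence outlier flag or 80% toxicity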;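 further: spot-positive cell cutoff set from DMSO-treated cells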
P. falciparum M1AAP – malaria alanyl aminopeptidase activity blockers – biochemical, fluorogenic H-Leu-NHMec substrate, 1536-well (AID 1445); 220,000 tested, 0.42% active; recombinant M1AAP, H-Leu-NHMec fluorogenic kinetic assay; higher % means a stronger effect; inhibition, % at 30 µM; hits with a dose series show IC50 in µM;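 active means primary inhibition above the hit cutoff, then over 50% inhibition at one or more dose response concentrations, cut at about 23% in these data, passing the limit was not always enough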;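 further: plate controls were DMSO full reaction for no effect and no enzyme background for full effect; strong numbers were not always called active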
Lipid droplet – hepatic lipid droplet formation modulation | AML12 mouse hepatocytes, oleate lipid droplets, BODIPY imaging | 240,000 tested, 0.4% active | inhibition, % at 6.5 µM | AID 1656;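 active means lipid droplet intensity inhibited by at least 50%, with more than 500 cells counted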
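Assay system: AML12 hepatocytes (mouse) / Also added: 100 µM oleic acid challenge / Times: overnight treatment with compound plus oleate / Detection: high-content imaging of BODIPY-stained droplets and DAPI nuclei / Evaluation: % inhibition of lipid droplet signal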
MT stabilize HCS – microtubule stabilizers in HeLa cells. HeLa tubulin immunostaining HCS, 24 h; share of cells brighter than vehicle mean+2SD. % tubulin-high responders, % at 10 µM. 200,000 tested, 0.83% active. AID 2205;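 active means plate Z-score above 3 for both tubulin-high and condensed-nucleus cell shares, with cell loss under 80%, at 10 µM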;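 further: anti alpha tubulin signal scored within the nucleus-defined area of each cell; some results filed as inactive read as strong as hits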
P. falciparum M17LAP – P. falciparum M17LAP inhibitors, primary screen, biochemical, fluorogenic H-Leu-NHMec substrate, 1536-well (AID 1619); 220,000 tested, 0.38% active; inhibition, % at 30 µM, or IC50 in µM where a hit was titrated; recombinant M17LAP, H-Leu-NHMec fluorogenic kinetic assay; higher % means a stronger effect;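 active means compound inhibiting the enzyme by more than half at any dose during confirmatory dose-response retesting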;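 further: plate controls were full reaction with DMSO carrier for no effect and no enzyme background for full effect; strong numbers were not always called active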
ER stress rescue – protection against thapsigargin-triggered cell killing – 384-well, CSM14.1, ATP luminescence, primary screen (AID 1222) | 190,000 tested, under 10 active | one-dose cellular ATP content (survival), % at 20 µM; EC50 in µM for titrated hits | CSM14.1 thapsigargin-induced death rescue, ATP luminescence; higher % means a stronger effect;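 active means EC50 below 50 µM in the dose-response confirmation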;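 further: death triggered by thapsigargin at about 15 µM added after 2 h compound pretreatment; cell ATP read after overnight thapsigargin exposure of roughly 18 to 22 hours; normalized against plate controls of thapsigargin alone and 5% DMSO vehicle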
Yfh1-depleted yeast – mitochondrial function rescue without frataxin homolog – Friedreich's ataxia, plus single-dose screen, dose response (AID 1465); S. cerevisiae Yfh1-off respiration, WST-1 reduction, 72 h; higher fold induction means a stronger effect; fold induction at 50 µM; hits with a dose series show EC50 in µM; 220,000 tested, 0.074% active;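 active means fold induction of absorbance versus untreated yeast above a set limit, then at least 30% activation at any dose in follow-up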;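 further: activators that raise dye reduction in frataxin-depleted yeast; strong numbers were not always called active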
Dynein transport – blocks dynein driven cargo transport along microtubules | 3617.4 mouse cells, GR-EGFP nuclear translocation imaging; test concentration mostly 20 µM; stimulated with dexamethasone, 1 µM; stronger effect = lower value | z-score, hits read low | 220,000 tested, 0.47% active | AID 1381;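 active means plate z-score of nuclear minus cytoplasmic receptor signal below a set negative limit, without overly bright fluorescence or cell loss, cut at about -3.5 in these data, passing the limit was not always enough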;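 further: z-score of nuclear minus cytoplasmic ring GR-EGFP intensity difference per well; some compounds called inactive have numbers as strong as hits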
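Buffer or medium: tet-free, stripped-serum medium; Also added: dexamethasone, 1.0 µM final; Technique: high-content fluorescence imaging after fixation; Times: 48 h induction, 1 h compound, 30 min dex at 37 °C; Read-out: per-cell GR-EGFP intensity, nucleus versus surrounding cytoplasmic ring, well-averaged.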
Insulin prom up – MIN6 insulin promoter up-regulation | 190,000 tested, 0.3% active | MIN6 insulin promoter-GFP reporter, high-content imaging; stronger effect = higher value | z-score at 5 µM | AID 1625;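 active means z-score above 3 at 5 µM with at least 500 cells counted in the well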
Dynein transport cytoplasmic EGFP – also measured in Dynein transport; calls as there; z-score; measured here: cytoplasmic GR-EGFP intensity; stronger effect = higher value
Dynein transport nuclear GR-EGFP – further read-out of Dynein transport, marked with its call; z-score; measured here: nuclear GR-EGFP intensity;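 lower value marks the stronger effect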
Dynein transport cell count – recorded beside Dynein transport, whose call it bears; z-score; measured here: cell count per field
Insulin prom up cell count – second read-out of Insulin prom up, no call of its own (marks repeat the call); cell count; measured here: cytotoxicity, nuclei count;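 total cells summed across four imaged fields per well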
Lipid droplet cells 6.5 µM – second read-out of Lipid droplet, no call of its own (marks repeat the call); cell count; measured here: cell count, cytotoxicity flag;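 cells counted across two imaged fields per well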
MT stabilize HCS Hoechst-high % – recorded beside MT stabilize HCS, whose call it bears; % Hoechst-high responders; measured here: nuclear condensation Hoechst responders;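 share of cells brighter than vehicle mean plus two SD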
MT stabilize HCS cytotoxicity % – also measured in MT stabilize HCS; calls as there; toxicity, %; measured here: cytotoxicity by cell density;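 0% = mean cell density of plate MIN control wells and 100% = no cells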
Autophagy mod cell loss 18 h – also measured in Autophagy mod; calls as there; toxicity, %; measured here: cell loss, nuclei count;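 cell loss after 18 h compound exposure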
Numbers without * were called inactive; i = inactive; / = not tested or not shown; + = active, no number.

SMILES	Autophagy mod	Autophagy mod cell loss 18 h	P. falciparum M1AAP	Lipid droplet	Lipid droplet cells 6.5 µM	MT stabilize HCS	MT stabilize HCS Hoechst-high %	MT stabilize HCS cytotoxicity %	P. falciparum M17LAP	ER stress rescue	Yfh1-depleted yeast	Dynein transport	Dynein transport cytoplasmic EGFP	Dynein transport nuclear GR-EGFP	Dynein transport cell count	Insulin prom up	Insulin prom up cell count
C=CCNC(=O)CSc1nnc(-c2ccccc2Br)n1-c1cccc(C(F)(F)F)c1	i	6	-2%	-36	571	3.5	5.7	4.9	-5%	-2.6%	i	-0.57	-0.32	-0.62	0.55	/	/
CCOc1cc(/C=N\NC(=O)Cn2nc([N+](=O)[O-])cc2C)ccc1OCc1cccc2ccccc12	i	6	6%	18	764	1.6	1.0	11	-1%	1.2%	i	2.4	0.23	2.2	-1.6	0.09	880
CC1(C)CC2(CCCN(CC(O)(c3ccccc3)c3ccccc3)C2)CCO1 (centres undefined)	/	/	-3%	-12	654	/	/	/	11%	/	i	0.26	-0.24	0.0053	-0.23	0.44	1108
COC(=O)c1cc(=O)nc2sc(-c3ccccc3)nn12	i	2	8%	/	/	5.4	2.4	7.6	9%	-0.4%	i	0.96	-0.11	0.79	-1.4	-0.46	1315
COc1ccc(Cc2nnc(NC(=O)c3ccccc3[N+](=O)[O-])s2)cc1	i	18	-8%	10	543	2.8	0.9	8.9	24%	-0.4%	i	-0.024	-0.079	0.3	0.62	-0.39	1528
Oc1ccc(Cl)cc1/C=N/c1nc2ccccc2[nH]1	i	54	2%	/	/	2.4	3.7	20	-9%	-1.9%	i	0.18	0.13	-0.29	0.31	-0.72	1568
CCNc1nc(NCC)nc(SCCOC(=O)c2ccccc2)n1	i	0	6%	20	687	3.1	2.7	7.1	-2%	4.8%	i	-0.09	-0.08	0.35	0.61	/	/
O=C(CCC1(C(=O)O)CCC(=O)NC1)NCc1ccccc1 (centres undefined)	i	-5	13%	/	/	2.2	1.5	5.8	0%	9.6%	i	-0.78	-0.15	-0.26	0.77	-0.33	1366
CC(=O)N/N=C/c1c(C)[nH]n(-c2ccccc2)c1=O	i	0	-1%	5	705	2.7	1.9	7.6	17%	-0.2%	i	-0.87	-0.26	-0.49	1	-0.06	1188
CC(C)(C)NC(=O)CN(C(=O)c1ccc(CN2CCOCC2)o1)c1ccc2c(c1)OCCO2	i	3	11%	/	/	1.3	2.1	9.6	2%	-1.1%	i	-0.21	-0.23	0.0097	0.35	-0.19	984
NC(=O)C1(N2CCCCC2)CCN(CC(=O)Nc2ccccc2Sc2ccccc2)CC1	i	-19	2%	/	/	2.2	1.8	9.0	2%	-0.8%	i	1.1	-0.22	0.86	0.11	-0.47	1611
COC(=O)CC1=C(C(=O)OC)C(c2ccc3c(c2Cl)OCO3)C(C#N)=C(N)O1 (centres undefined)	i	0	3%	-54	461	2.9	1.2	2.0	3%	/	i	-1.3	-0.13	-0.13	0.19	0.15	1233
Fc1ccc(N2CCN(C(=S)NCc3ccco3)CC2)cc1	i	-1	4%	-12	688	1.7	2.5	6.6	9%	-1.2%	i	-0.82	-0.29	-0.4	0.39	-0.29	1000
O=C(CN1C(=O)C2CC=C(Cl)CC2C1=O)Nc1ccc(C(=O)O)cc1 (centres undefined)	i	-2	2%	10	614	3.9	2.6	10	-6%	/	i	-0.5	-0.26	-0.37	0.99	0.61	1038
Cc1cc(C)c2nc(N)sc2c1	i	4	5%	-2	615	1.2	1.3	1.5	8%	-0.5%	i	-0.23	-0.21	0.063	-0.61	-0.4	1588
COc1ccc(-c2nn(-c3ccccc3)cc2/C=N/NC(N)=S)cc1OC	i	17	5%	-62	470	27*	53*	62*	13%	4.6%	i	0.52	-0.27	-0.078	-0.46	-1.3	684
O=C(NCc1ccco1)c1ccc(CN2CCOCC2)cc1	i	0	13%	/	/	3.4	1.3	5.1	7%	-1.3%	i	-0.53	-0.18	-0.28	0.71	0.06	1207
COc1ccc(CCN(Cc2nc(-c3ccccc3)no2)Cc2nc(-c3ccccc3)no2)cc1OC	i	-2	-2%	3	813	2.7	1.7	7.0	-4%	1.1%	i	-0.44	-0.12	-0.13	0.5	-0.66	1162
Cn1c(C(=O)N2CCCC(C(=O)N3CCN(C(=O)c4ccco4)CC3)C2)cc2sccc21 (centres undefined)	i	9	6%	/	/	2.8	2.5	4.1	-5%	-0.2%	i	-0.091	-0.032	0.053	-0.25	0.38	916
Cc1ccc(/C=C2/SC(=S)N(CCC(=O)N3CCN(c4ccccc4)CC3)C2=O)cc1	i	-12	3%	4	549	3.1	2.0	8.0	4%	-0.5%	/	-0.36	-0.2	-0.48	-0.21	1.7	1939
O=C(NNC1CC(=O)N(c2ccc(Br)cc2)C1=O)c1cccs1 (centres undefined)	/	/	6%	-1	658	/	/	/	-3%	/	i	1	-0.029	1.5	-2.7	0.03	1031
Cc1sc2c(=O)n3c(nc2c1C(=O)NC1CCCCC1)CCCCC3	i	1	2%	/	/	2.9	1.1	1.4	6%	-1.4%	i	-0.067	-0.14	0.22	0.13	-0.26	1449
Cn1c(CSc2nc3ccccc3s2)nnc1SCC(=O)NCc1ccccn1	i	4	5%	-7	786	2.7	1.9	4.5	13%	-5.0%	i	-0.52	-0.26	-0.42	0.6	/	/
CN(C)C(=O)/C(=C/c1cn(-c2ccccc2)nc1-c1cccc([N+](=O)[O-])c1)NC(=O)c1ccccc1	i	11	5%	0	628	8.8	1.5	12	3%	-0.7%	i	0.76	-0.12	0.68	-0.9	-0.37	1458
CCCC(C)NC(=O)c1ccc(C2SCC(=O)N2Cc2ccco2)cc1 (centres undefined)	i	0	3%	10	794	2.2	1.6	13	4%	-2.9%	i	2	-0.052	1.2	-0.83	-0.49	816
Cc1cc(Nc2ccc(C)c(Cl)c2)nc(N2CCOCC2)n1	/	/	-1%	9	681	/	/	/	4%	/	i	-0.55	-0.24	0.13	-0.033	-0.91	884
O=[N+]([O-])c1ccc(NCCCN2CCOCC2)c([N+](=O)[O-])c1	i	3	/	-1	701	3.3	2.3	1.5	/	2.3%	i	-0.24	-0.33	0.086	0.93	-0.2	1415
COc1ccc(C/C(C)=N/NC(=O)C2COc3ccccc3O2)cc1 (centres undefined)	i	-4	6%	-5	684	1.9	1.4	1.1	3%	-1.8%	i	-0.55	-0.21	-0.34	0.62	0.18	1291
O=C(NCCc1ccccn1)/C(=C/c1ccco1)NC(=O)c1ccccc1	i	-4	8%	0	604	1.5	2.9	1.9	2%	0.8%	i	-1	-0.2	-0.7	0.17	-1	1509
COC(=O)COc1ccc2cccc(-n3cnnn3)c2c1	i	-1	-4%	23	731	3.6	2.1	1.4	-13%	-2.1%	i	-0.38	-0.29	-0.11	0.15	/	/
O=C1NC(c2ccncc2)Nc2sc3c(c21)CCCC3 (centres undefined)	i	-3	-1%	/	/	2.5	1.7	4.1	-7%	0.7%	i	-0.45	-0.22	-0.17	0.57	0.39	1431
O=C1c2ccccc2NC(c2ccc3c(c2)OCCO3)N1c1ccc2c(c1)OCCO2 (centres undefined)	i	-37	5%	/	/	2.7	1.7	5.6	-9%	-2.3%	i	-0.53	-0.2	0.097	-0.013	0.22	1093
CCC(=O)NC(=S)Nc1cccc(NC(=O)c2ccccc2)c1	+	22*	5%	8	680	2.6	1.3	4.8	2%	0.1%	i	1.6	-0.15	1.5	-1.9	1.2	1634
C[N+]1(CC(=O)OCCCC2CCCCC2)CCCC1	i	4	4%	7	705	9.0	1.1	3.8	2%	0.0%	i	0.18	-0.32	-0.013	0.37	0.43	1454
Cc1cc(C)c(S(=O)(=O)Nc2c(C)[nH]c(=O)[nH]c2=O)c(C)c1	i	8	-1%	/	/	3.1	2.8	6.2	-3%	-0.4%	i	-0.21	0.21	0.67	0.39	-0.07	1490
C=CCn1c(CCNC(=O)c2ccccc2F)nnc1SCC(=O)Nc1nc2ccccc2s1	i	-3	1%	9	753	1.4	1.4	8.3	38%	-0.6%	i	-0.74	0.036	-0.06	1.3	-0.62	970
O=c1[nH]c(CSc2nnc(Nc3ccccc3)s2)nc2ccccc12	/	/	4%	-5	716	/	/	/	15%	/	i	0.18	-0.15	0.29	-0.26	-0.75	1404
COc1ccccc1NC(=O)CSc1nc(O)c(Cc2ccccc2)c(=O)[nH]1	i	-1	-3%	13	824	1.2	2.4	5.4	35%	7.4%	i	0.98	-0.11	0.65	-0.31	-0.26	954
